# TSG101-PTAP inh – qHTS Assay for Iinhibitors of HIV-1 Budding by Blocking the Interaction of PTAP/TSG101 | Tumor susceptibility gene 101 protein (Homo sapiens), Q99816 | Fluorescence polarization, FITC-PTAP peptide / Tsg101 binding | Potency, µM (doses to about 115 µM), for the others: top-dose activity change, negative = inhibition, actives largely listed as inhibitors | 340,000 tested, under 10 active; active = well fitted inhibition curve with a large enough effect in the main read-out, with a control signal flat, not every such curve was filed as active; inconclusive = small, poorly fitted or top-dose-only effect, or effect the other way, or a change in a side signal; inactive = no such curve, though single readings can be large or run the other way; note: potency is the fitted concentration of half-maximal effect; % of control where 0% means no effect
# Target sequence (Q99816 whole entry, looked up): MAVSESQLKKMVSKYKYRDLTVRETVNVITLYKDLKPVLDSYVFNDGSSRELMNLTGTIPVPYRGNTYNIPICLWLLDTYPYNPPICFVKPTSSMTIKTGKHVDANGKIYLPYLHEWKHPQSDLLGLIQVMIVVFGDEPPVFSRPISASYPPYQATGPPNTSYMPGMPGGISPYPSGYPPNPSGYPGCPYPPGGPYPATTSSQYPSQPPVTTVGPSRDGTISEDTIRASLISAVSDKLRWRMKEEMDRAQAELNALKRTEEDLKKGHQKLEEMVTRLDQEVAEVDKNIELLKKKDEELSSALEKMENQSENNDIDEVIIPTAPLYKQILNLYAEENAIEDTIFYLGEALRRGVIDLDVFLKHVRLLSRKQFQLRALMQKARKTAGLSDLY
#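 FP read-out: FITC-PTAP peptide, 50 nM final, binding Tsg101 binding domain, 10 uM final; 20 min, r.t.; 10 mM HEPES pH 7.5, 0.15 M NaCl, 0.01% Tween 20, 3 mM EDTA, 0.1 mM TCEP.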
# B2AR arrestin – qHTS assay of beta-arrestin-biased ligands of beta2-adrenergic receptor. Beta-2 adrenergic receptor (Homo sapiens), P07550. beta-arrestin recruitment to beta2AR, cell-based reporter. Potency, µM (highest dose often 46.1 µM), for inactives: top-dose activation, actives largely listed as activators. 330,000 tested, 0.02% active. AID 492947, 2010;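 note: potency is the fitted concentration of half-maximal effect; 0% = DMSO controls and full agonism = EC100 isoproterenol or metaproterenol; nearly all actives have a fitted effect of over 65% in size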
# PKM2 activator – qHTS Assay for Activators of Human Muscle isoform 2 Pyruvate Kinase | Potency, µM (series often up to 57.5 µM), for inactives: at the top dose activation, actives largely listed as activators | purified PKM2, Kinase-Glo ATP luminescence, activation; response scale: 0% is enzyme alone, no compound | Pyruvate kinase PKM (Homo sapiens), P14618 | 260,000 tested, 0.34% active; note: potency is the fitted concentration of half-maximal effect; % is set by controls: 0 for no effect and ±100 for the full control effect; nearly all actives have a fitted effect of over 55% in size
# Target sequence (P14618 whole entry, looked up, canonical isoform): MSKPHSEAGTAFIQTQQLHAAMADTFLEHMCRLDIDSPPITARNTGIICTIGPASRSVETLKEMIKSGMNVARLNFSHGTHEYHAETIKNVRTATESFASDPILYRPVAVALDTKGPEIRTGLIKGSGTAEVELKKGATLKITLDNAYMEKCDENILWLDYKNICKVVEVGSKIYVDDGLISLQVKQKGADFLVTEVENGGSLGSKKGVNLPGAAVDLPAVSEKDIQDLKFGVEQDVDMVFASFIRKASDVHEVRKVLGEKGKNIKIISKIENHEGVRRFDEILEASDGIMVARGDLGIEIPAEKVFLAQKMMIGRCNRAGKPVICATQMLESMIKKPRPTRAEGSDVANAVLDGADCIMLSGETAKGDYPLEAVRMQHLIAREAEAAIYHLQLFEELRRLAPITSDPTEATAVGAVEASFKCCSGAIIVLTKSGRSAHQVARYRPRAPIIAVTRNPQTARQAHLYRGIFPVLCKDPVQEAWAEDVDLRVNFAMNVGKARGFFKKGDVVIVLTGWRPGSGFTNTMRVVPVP
#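 Purified hPK-M2 (>95% pure) converted ADP (0.1 mM final) to ATP with 0.5 mM PEP in 50 mM imidazole pH7.2, KCl, MgCl2, Tween 20, BSA; 1 h at room temperature. ATP detected by Kinase-Glo luminescence.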
# Chronic BCR inh – qHTS Assay to Find Inhibitors of Chronic Active B-Cell Receptor Signaling; 340,000 tested, 0.05% active; AID 493014, 2011; ABC-DLBCL IkBa-CBG/CBR reporter, luminescence ratio, 4 h; Potency, µM (titrated, usually from 46.1 µM), for inactives: at the top dose ratio change, negative = lower green/red ratio, hits mostly inhibitors; active = well fitted inhibition curve with a large enough effect in the signal ratio, with a control signal flat, not every such curve was filed as active; inconclusive = small, poorly fitted or top-dose-only effect, or effect the other way, or a change in a side signal; the % refers to the signal ratio;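 note: potency is the fitted concentration of half-maximal effect; plate controls were basal doxycycline-induced cells for no effect and cells given 10 µM MG132 for full effect; MG132 reads +100%, hits lower the ratio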
#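 Cell line TMD8 (human ABC DLBCL), stably expressing tet-inducible CBG68-IkBa fusion and CBR; IMDM/0.5% FBS; cpd up to 46 uM; dox induction, 4 h, 37C/5% CO2; dual luminescence; green/red ratio; MG132 control.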
# Coupling enz – qHTS Assay for Inhibitors of Fructose-1,6-bisphosphate Aldolase from Giardia Lamblia: Coupling assay counterscreen; activity change, negative = inhibition, % at 58.2 µM, hits read low; coupling enzyme system counterscreen, AmpLite Red fluorescence; 290,000 tested, 0.67% active; in the data active = activity change below about -30%; note: % is set by controls: 0 for no effect and ±100 for the full control effect
#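 Compounds tested against the coupling enzymes alone at 57.5 uM final; readout was AmpLite Red fluorescence (525/598 nm) after 20 min at RT.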
# GALK inh – qHTS Assay for Inhibitors of Human Galactokinase (GALK); AID 1868, 2009; 270,000 tested, 0.007% active; Purified GALK, Kinase-Glo residual ATP luminescence; Potency, µM (titrated, usually from 57.5 µM), for the others: top-dose activity change, negative = inhibition, usual class: inhibitors; note: potency is the fitted concentration of half-maximal effect; % is set by controls: 0 for no effect and ±100 for the full control effect
#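 Compounds were pin-transferred into ATP buffer (35 uM final), then GALK plus galactose (5 nM, 100 uM final) was added. After 1 h at room temperature, Kinase-Glo Plus was added and luminescence read after 10 min.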
# a7 integrin act – qHTS for Activators of Integrin-Mediated Alleviation for Muscular Dystrophy | 350,000 tested, 0.064% active | AID 624291, 2012 | Potency, µM (highest dose often 38.3 µM), inactives show at the highest dose activation, most hits filed as activators | alpha7betagal myoblasts, beta-gal FDG fluorescence, 48 h;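 note: potency is the fitted concentration of half-maximal effect; 100% = response of the positive control SU9516; nearly all actives have a fitted effect of over 60% in size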
#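 Alpha7betagal+/- myoblasts (passage 13) were plated 16-24 hr, then exposed to compounds (1:260 dilution of DMSO stock) for 48 hours at 37C. After MPER lysis, β-galactosidase reporter activity was read as FDG fluorescence (ex 480/em 540) after 30 minutes.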
# Menin-MLL TR inh – qHTS Assay for Inhibitors Targeting the Menin-MLL Interaction in MLL Related Leukemias: Competition With Texas Red Labeled MLL-derived Mutant Peptide. 270,000 tested, 0.23% active. Menin + Texas Red MLL mutant peptide, fluorescence polarization. Potency, µM (highest dose often 61.6 µM), without a hit: top-dose FP activity change, negative = inhibition, usual class: inhibitors. O00255. AID 1768, 2009; active = well fitted inhibition curve with a large enough effect in the polarisation, with a control signal flat, not every such curve was filed as active; inconclusive = small, poorly fitted or top-dose-only effect, or effect the other way, or a change in a side signal; inactive = no such curve, though single readings can be large or run the other way; the % refers to the polarisation; note: potency is the fitted concentration of half-maximal effect; % of control where 0% means no effect; many of its hits are not listed in these tables
# Giardia killer – Small Molecules that selectively kill Giardia lamblia: qHTS; Giardia lamblia trophozoite viability; AID 540267, 2011; activity change, % at 7.66 µM, hits read low; 340,000 tested, 0.15% active; in the data active = activity change below about -80%; inconclusive = between about -30% and that limit;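 note: parasites exposed to compound for two days anaerobically before the ATP read; % is set by controls: 0 for no effect and ±100 for the full control effect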
#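 Giardia lamblia trophozoites (100 cells/well) were incubated with compounds for 48 h at 37 deg C under anaerobic conditions. Viability was read as ATP content by one-step luminescence after 15-30 min at room temperature.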
# Tb PFK inh – qHTS Assay to Find Inhibitors of T. brucei phosphofructokinase; ATP-dependent 6-phosphofructokinase (Trypanosoma brucei brucei), O15648; T. brucei PFK, ADP-Glo luminescence; Potency, µM (doses to about 57.5 µM), for the others: top-dose activity, negative = inhibition, most hits filed as inhibitors; 330,000 tested, 0.17% active; AID 485367, 2010;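 note: potency is the fitted concentration of half-maximal effect; 0% = uninhibited 1x PFK enzyme wells and -100% = no-enzyme wells; nearly all actives have a fitted effect of over 60% in size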
#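 Luminescent ADP detection (ADP-Glo, two-step: ATP depletion then ADP-to-ATP conversion for luciferase) reported PFK activity after 45 min room-temperature reaction of 1.25 nM enzyme with 0.5 mM F6P and 0.1 mM ATP at pH 8.0.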
# S-ASM inh – Inhibitors of Secretory Acid Sphingomyelinase (S-ASM): qHTS; Sphingomyelin phosphodiesterase (Homo sapiens), P17405; placental ASM, HMU-PC fluorogenic substrate, 60 min; AID 504937, 2011; Potency, µM (top dose mostly 57.5 µM), inactives show at the highest dose activity change, negative = inhibition, most hits filed as inhibitors; 340,000 tested, 0.006% active; note: potency is the fitted concentration of half-maximal effect
#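 Fluorescence read-out (Ex 386 nm, Em 447 nm) after stopping the reaction at pH 10. Enzyme: ASM from human placenta; substrate HMU-PC0, 9 uM final; 60 min, 37 °C. Compound preincubation 10 min, ambient temperature.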
# Active calls of the source: *; ? = inconclusive; / = no result given; [ ] = remark or other dose. Unless noted, calls come from the whole dose curve; as a rule, active = well fitted curve in the direction sought with a large enough effect; inconclusive = small, poorly fitted or top-dose-only effect, or another doubt; inactive = no such curve, though single readings can be large; an effect the other way counts as inactive or inconclusive. This is a subset (hit frequency here may not be typical).
SMILES,TSG101-PTAP inh,B2AR arrestin,PKM2 activator,Chronic BCR inh,Coupling enz,GALK inh,a7 integrin act,Menin-MLL TR inh,Giardia killer,Tb PFK inh,S-ASM inh
Nn1c(Nc2ccccc2)nc2sc3c(c2c1=O)CCCC3,1%,-0.1%,2%,1%,1,6%,-10%,-22%,-16,0%,5%
CN1CCN(C(=O)c2ccc(-c3ccccc3)cc2)CC1,-1%,0.1%,-2%[11.5 µM],0%,0,8%,-10%,1%,25,1%,-3%
COc1ccccc1CNC(=O)CSc1ccccc1,-4%,-0.3%,6%,?,-1,2%,5%,-17%,-11,0%,6%
O=C1CC(c2ccc(F)cc2)Cc2nc(N3CCc4ccccc43)ncc21 (stereo unspecified),/,-0.3%,-14%,3%,1,-2%,/,10%,/,3%,/
O=C(c1cc(-c2ccccc2)on1)N1CCc2ccccc2C1,-1%,0.1%,-15%,-10%,-4,1%,22%,8%,22,-21%,-1%
O=C(CCS(=O)(=O)c1ccc(Br)cc1)Nc1cc(F)ccc1F,-3%,-1.4%,2%,2%,0,2%,-27%,0%,9,?,-2%
CC(C)CC(=O)N1CCC(O)(CS(=O)(=O)Cc2ccccc2Cl)CC1,-7%,-0.1%,-4%,1%,1,1%,-14%,-7%,2,0%,5%
COc1ccccc1N(C(=O)CCl)c1cn(C(C)=O)c2ccccc12,-11%,-0.7%,2%,?,1,4%,-4%,/,-26,0%,2%
CC(C)(C)OC(=O)C[C@@H]1C/C=C\C[C@H](CC(=O)N[C@@H](CO)Cc2ccccc2)C(=O)N[C@H](Cc2ccccc2)COC1=O,-4%,0.0%,/,1%,/,/,-12%,/,6,-1%,-3%
CN(CC(=O)Nc1cccc(F)c1)C(=O)c1sccc1-c1ccccc1,-2%,0.2%,/,1%,/,/,24%,/,32[activator],-5%,-3%
Cc1nc(CCNC(=O)CC2C(=O)NCCN2Cc2ccccc2)sc1C (stereo unspecified),-6%,0.0%,2%,0%,-2,1%,0%,-25%,-24,-6%,11%
COc1ccc(C(=O)NN2CC(O)=C(c3nc4ccccc4n3C)C2=N)cc1OC,-1%,-0.4%,0%,1%,2,1%,-3%,-1%,-2,0%,-2%
CCc1nnc(NC(=O)CSc2nnc(CNc3cccc(Cl)c3)n2CC)s1,-5%,0.0%,-5%,?,-3,-6%,17%,1%,4,-6%,-3%
COc1ccc(C(=O)C2CCCN(C(=O)c3cccnc3OC)C2)c(C)c1 (stereo unspecified),0%,0.2%,1%,0%,0,-2%,32%,-3%,9,-2%,2%
Nc1nonc1-n1nnc(C(=O)N/N=C/c2ccc(Br)cc2)c1CSC1=NCCS1,-1%,2.8%,0%,5%,-3,1%,-46%[inhibitor],-29%,10,0%,-18%
O=C(O)CC1c2ccccc2C=Cc2ccccc21,0%,0.1%,/,6%,/,/,13%,/,3,-6%,1%
O=C(CSc1nc(-c2ccccc2)cc(=O)[nH]1)Nc1ccc(F)c(F)c1,1%,-0.7%,/,1%,4,/,-20%,4%,-15,16%,-1%
COc1ccccc1OCC(=O)NCc1ccco1,4%,0.4%,2%,-5%,5,4%,3%,-2%,-10,-3%,0%
Cc1ccc(C)c(NC(=S)N2CCN(CCO)CC2)c1,-3%,-0.4%,-4%,2%,-1,0%,-2%,4%,-22,-5%,3%
Cc1cc(C)cc(NC(=S)N2CCN(c3ccc(F)cc3)CC2)c1,1%,-1.7%,0%,1%,1,-1%,-1%,-11%,31[activator],-1%,0%
COc1ccc(-c2noc(CNC(=O)c3ccoc3C)n2)cc1,-5%,-0.2%,3%,0%,2,-1%,14%,20%,?,-3%,-2%
CCNC(=O)NC(=O)CN(C)c1ccccc1,0%,0.1%,1%,-1%,1,-2%,?,7%,-28,-9%,0%
CN(CC(=O)Nc1cccc(F)c1)C(=O)c1ccc(-c2cccc(C(F)(F)F)c2)o1,0%,-0.4%,/,?,/,/,-9%,/,14,1%,-23%
CCOc1ccc(C(=O)OCC(=O)NC2CCCCCCC2)cc1,-1%,-0.3%,/,1%,/,/,-13%,/,-4,1%,-1%
O=C1CCC(C(=O)O)N1 (stereo unspecified),1%,0.2%,-4%,?,-1,/,1%,3%,-2,4%,3%
Cc1ccc(NC(=O)C2CC(=O)N/C(=N/NC(=O)c3ccc(C)cc3)S2)cc1 (stereo unspecified),-3%,-0.3%,-10%,-13%,1,-2%,0%,18%,4,11%,-4%
COc1cccc(N2C(=O)C3CCCN3C2c2cccs2)c1 (stereo unspecified),-4%,0.1%,-1%,1%,1,0%,10%,-5%,0,0%,2%
O=C(Nc1ccc(Br)cn1)c1ccc(Cl)s1,-2%,-0.3%,0%,?,-1,-1%,5%,?,3,1%,-4%
C#CCn1c(=NC(=O)c2cc(-c3cccs3)nc3ccccc23)sc2cc(S(N)(=O)=O)ccc21,-3%,-1.6%,-1%,10%,3,0%,21%,?,23,1%,208%[activator]
COc1ccc(-c2sc3ccc(OC)cc3c2-c2ccc(OCCN3CCOCC3)cc2)cc1,0%,-0.3%,/,-5%,/,/,17%,/,-24,4%,?
S=C(c1cccs1)N1CCCC1,-8%,0.0%,-1%,0%,3,0%,-8%,-18%,0,-10%,2%
CSc1cc(C)c(OCC(=O)Nc2c(C)nn(C)c2C)c(C)c1,-4%,0.0%,1%,-7%,/,-3%,-16%,/,10,-8%,1%
COc1ccc(-n2ncc3c2CC(C)(C)CC3NC(=O)CCCN2CCCC2=O)cc1 (stereo unspecified),-2%,-0.3%,/,1%,3,0%,-7%,?,-4,-1%,2%
COc1ccccc1/C=C/[C@@H]1C[C@H]2CN(Cc3cccc(Cl)c3)C(=O)[C@]23CCCN13,1%,-0.1%,-1%,?,4,12%,-11%,?,11,0%,0%
COc1cc(C(=O)N/N=C/c2sc(N3CCOCC3)nc2-c2ccccc2)cc(OC)c1OC,-2%,-0.6%,-3%,-13%,2,11%,-27%,-26%,-1,-3%,106%[activator]
Cc1ccc(C(=O)N2CCN(CCNC(=O)C(=O)NC(C)C)CC2)cc1,-3%,-0.2%,0%,1%,-2,1%,-17%,-6%,2,-2%,3%
COc1ccc(-c2noc(C(C)n3nc(C)c([N+](=O)[O-])c3C)n2)cc1OC (stereo unspecified),-2%,-0.1%,-4%,-9%,1,1%,-4%,-3%,26,-7%,-7%
CCCCN(CC)CCCNC(=O)CC1Nc2ccccc2NC1=O (stereo unspecified),-2%,2.2%,-2%,3%,1,0%,-22%,-12%,-9,0%,68%[activator]
CCc1nn2c(=O)cc(COc3ccc(NC(=O)c4ccco4)cc3)nc2s1,-3%,-0.2%,/,2%,/,-2%,31%,/,22,-1%,4%

# Quoted at random: three compounds from above
SMILES,TSG101-PTAP inh,B2AR arrestin,PKM2 activator,Chronic BCR inh,Coupling enz,GALK inh,a7 integrin act,Menin-MLL TR inh,Giardia killer,Tb PFK inh,S-ASM inh
Cc1ccc(C(=O)N2CCN(CCNC(=O)C(=O)NC(C)C)CC2)cc1,-3%,-0.2%,0%,1%,-2,1%,-17%,-6%,2,-2%,3%
COc1cc(C(=O)N/N=C/c2sc(N3CCOCC3)nc2-c2ccccc2)cc(OC)c1OC,-2%,-0.6%,-3%,-13%,2,11%,-27%,-26%,-1,-3%,106%[activator]
COc1ccccc1/C=C/[C@@H]1C[C@H]2CN(Cc3cccc(Cl)c3)C(=O)[C@]23CCCN13,1%,-0.1%,-1%,?,4,12%,-11%,?,11,0%,0%

# Screens deposited in PubChem by National Center for Advancing Translational Sciences (NCATS).
